12-LOX inh = ALOX12 (human) lipoxygenase inhibition | P18054 | purified 12hLO, xylenol orange hydroperoxide absorbance | Potency, µM (top dose mostly 108 µM), without a hit: at the top dose activity change, negative = inhibition, actives largely listed as inhibitors | 1.1% of 580,000 active | AID 1671190; further: potency means the concentration at half of the fitted maximal effect; on the % scale 0 is the no-effect control and ±100 the full control effect
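Purified human 12hLO (150 nM final) in 25 mM Hepes, 0.01% Triton X-100, pH 7.0 was preincubated 15 min at room temperature with compound. Then 40 uM arachidonic acid was added, 30 min. Hydroperoxide was read by Fe-XO absorbance ratio 573/405 nm.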
G9a inh = blocks human histone lysine methyltransferase G9a; G9a H3K9 monomethylation, AlphaScreen, 2 h; Potency, µM (doses to about 102 µM), for inactives: top-dose activity, negative = inhibition, hits mostly inhibitors; 8.8% of 350,000 active; AID 504332; further: potency means the concentration at half of the fitted maximal effect; on the % scale 0 is the no-effect control and ±100 the full control effect; nearly all actives have a fitted effect of over 75% in size
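Enzyme 20 nM + cpd, 15 min RT; add b-H3K9 pep 500 nM / SAM 20 uM; 2 h RT; anti-H3K9me1 Ab 0.5 ug/mL + SA donor / anti-rabbit acceptor beads 20 ug/mL each, 10 min; AlphaScreen read.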
ERG Ets-DNA blk = inhibitors of human ERG Ets domain-DNA interaction; fluorescence polarization, His-ERG Ets domain / labelled DNA; P11308; 0.028% of 370,000 active; Potency, µM (doses to about 76.9 µM), without a hit: at the top dose FP activity, negative = inhibition, usual class: inhibitors; AID 624246; active means well fitted inhibition curve with a large enough effect in the polarisation, with a control signal flat; inconclusive means small, poorly fitted or top-dose-only effect, or effect the other way, or a change in a side signal; inactive means no such curve, though single readings can be large or run the other way; the % refers to the polarisation;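 further: polarization taken with two DNA probes labelled with fluorescein and Texas red; potency means the concentration at half of the fitted maximal effect; % of control where 0% means no effect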
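His-tagged ERG Ets domain (1 uM in the protein solution; 300mM KCl, 50mM Tris-HCl, 1mM EDTA, 1mM DTT, pH 7.5) received compound, then a probe mix of 5 nM fluorescein-DNA and 100nM Texas-615-DNA. Fluorescence polarization was read for both dyes.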
PI4K2A block = inhibitors of human PI4K2A. 0.13% of 420,000 active. AID 1346378. purified PI4K2A, ADP-Glo luminescence, 1 h; active compounds read low. Q9BTU6. activity change, negative = inhibition, % at 76.9 µM; in the data active means activity change below about -50%; inconclusive means mostly about -30% to -49%;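 further: -100% = wells without enzyme as full effect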
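Compounds are screened against recombinant PI4K2A using PI as substrate and ATP, the latter dispensed at 300 microM. Reactions run one hour at ambient temperature before ADP-Glo detection; full inhibition defined by wells lacking enzyme.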
JMJD2A Tudor = blocks the human JMJD2A Tudor domain; Potency, µM (doses to about 114 µM), inactives show at the highest dose activity change, negative = inhibition, most hits filed as inhibitors; O75164; AlphaScreen JMJD2A-Tudor / H3K4me3 peptide binding; 4.4% of 390,000 active; AID 504339; further: potency means the concentration at half of the fitted maximal effect; on the % scale 0 is the no-effect control and ±100 the full control effect; nearly all actives have a fitted effect of over 50% in size
Target sequence (O75164 whole entry, looked up, the tested form may be a part): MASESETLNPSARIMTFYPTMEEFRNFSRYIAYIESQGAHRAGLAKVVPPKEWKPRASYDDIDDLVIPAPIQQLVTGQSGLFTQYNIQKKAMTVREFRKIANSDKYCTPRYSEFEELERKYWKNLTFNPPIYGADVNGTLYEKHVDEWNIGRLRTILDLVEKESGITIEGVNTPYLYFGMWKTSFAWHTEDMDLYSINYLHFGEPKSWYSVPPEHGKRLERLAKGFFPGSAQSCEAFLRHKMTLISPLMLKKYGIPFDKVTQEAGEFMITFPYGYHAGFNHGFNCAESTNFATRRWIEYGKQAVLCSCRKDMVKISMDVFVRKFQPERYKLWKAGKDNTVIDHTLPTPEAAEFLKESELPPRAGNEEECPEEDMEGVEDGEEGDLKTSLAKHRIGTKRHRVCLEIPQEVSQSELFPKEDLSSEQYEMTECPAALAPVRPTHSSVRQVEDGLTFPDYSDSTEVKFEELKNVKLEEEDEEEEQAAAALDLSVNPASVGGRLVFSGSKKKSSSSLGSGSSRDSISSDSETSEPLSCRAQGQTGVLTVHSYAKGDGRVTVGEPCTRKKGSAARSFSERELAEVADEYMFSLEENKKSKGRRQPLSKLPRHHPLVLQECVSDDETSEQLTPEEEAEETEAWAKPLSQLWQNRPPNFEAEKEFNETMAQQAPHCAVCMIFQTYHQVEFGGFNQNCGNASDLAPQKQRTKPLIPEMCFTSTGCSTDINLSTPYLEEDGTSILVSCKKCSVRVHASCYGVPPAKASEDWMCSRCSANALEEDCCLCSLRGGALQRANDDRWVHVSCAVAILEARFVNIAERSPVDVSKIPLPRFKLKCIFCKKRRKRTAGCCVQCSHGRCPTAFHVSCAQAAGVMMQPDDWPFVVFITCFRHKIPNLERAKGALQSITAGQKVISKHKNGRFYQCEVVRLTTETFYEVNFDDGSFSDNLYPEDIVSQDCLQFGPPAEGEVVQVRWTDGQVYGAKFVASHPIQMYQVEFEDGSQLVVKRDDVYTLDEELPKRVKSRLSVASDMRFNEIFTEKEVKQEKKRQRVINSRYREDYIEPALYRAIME
GLS inh = blocks human kidney-isoform glutaminase activity; GLS enzymatic activity, qHTS titration; 0.21% of 410,000 active; AID 624170; Potency, µM (top dose mostly 45.5 µM), inactives show at the highest dose activity change, negative = inhibition, actives largely listed as inhibitors; further: potency means the concentration at half of the fitted maximal effect; on the % scale 0 is the no-effect control and ±100 the full control effect
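Two-point fluorescence kinetic (t0, 30 min RT) for hKGA; glutamate detected via glutamate oxidase–HRP–Amplex Red. Substrate: 1 mM L-glutamine solution; buffer 45 mM KH2PO4, pH 8.2.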
BAZ2B inh = BAZ2B (human) inhibition; AlphaScreen BAZ2B-H3K14Ac peptide displacement; Q9UIF8; 4.4% of 360,000 active; AID 504333; Potency, µM (series often up to 114 µM), without a hit: at the top dose activity change, negative = inhibition, usual class: inhibitors; further: potency means the concentration at half of the fitted maximal effect; on the % scale 0 is the no-effect control and ±100 the full control effect; nearly all actives have a fitted effect of over 60% in size
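Complex of BAZ2B and biotin-H3K14Ac (50 nM apiece) forms over 30 min at RT, then faces library compounds up to 110 uM for another 30 min; AlphaScreen beads added, 20 min dark incubation, luminescence read.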
RGS4 inh = human RGS4 inhibition; Transcreener GDP fluorescence polarization, RGS4-accelerated GTP hydrolysis; P49798; Potency, µM (highest dose often 114 µM), for inactives: at the top dose activity change, negative = inhibition, hits mostly inhibitors; 0.039% of 390,000 active; AID 504845; further: potency means the concentration at half of the fitted maximal effect; on the % scale 0 is the no-effect control and ±100 the full control effect; nearly all actives have a fitted effect of over 75% in size; some results filed as inactive show a strong effect at the top dose
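MLSMR compounds (23 nl, pin-transferred) preincubated 10 min at room temperature with a 500nM (2x) first reagent, then RGS4 at 900nM (2x) plus Transcreener GDP mix added; fluorescence polarization (620/688 nm) read before and after 90 min at 30 °C.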
HP1b binding inh = inhibitors of HP1-beta chromodomain binding to methylated histone tails; AlphaScreen HP1-beta / biotin-H3K9me3 peptide binding; Potency, µM (doses to about 114 µM), for inactives: top-dose activity change, negative = inhibition, usual class: inhibitors; 0.56% of 390,000 active; P83916; AID 540317; further: potency means the concentration at half of the fitted maximal effect; nearly all actives have a fitted effect of over 70% in size; inactives centre near 23
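Compound inhibition of the preformed complex between 50 nM HP1-beta and 50 nM biotinylated H3K9me3 peptide was read by AlphaScreen. Buffer was PBS pH 7.4 with 0.01% Tween-20. Incubations ran 30 min at room temperature, with 10 ug/mL donor/acceptor beads.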
Starred values were filed as active, the others as inactive; u = inconclusive; x = not tested or not shown; [ ] = dose if it differs, or a comment. Unless noted, the call rests on the fitted dose curve; in most records, active means well fitted curve in the direction sought with a large enough effect; inconclusive means small, poorly fitted or top-dose-only effect, or another doubt; inactive means no such curve, though single readings can be large; an effect the other way counts as inactive or inconclusive.

SMILES | JMJD2A Tudor | RGS4 inh | BAZ2B inh | PI4K2A block | 12-LOX inh | HP1b binding inh | ERG Ets-DNA blk | GLS inh | G9a inh
CC(=O)NCCc1ccc(S(=O)(=O)NC2OC(=O)c3ccccc32)cc1 (stereo unspecified) | 0% | 14% | -2% | -1 | -3% | 14% | 2% | 6% | -2%
CCC(=O)Nc1ccc(C(=O)CSc2nnc(-c3ccc(NS(C)(=O)=O)cc3)n2C)cc1OC | 1%[57.1 µM] | -4% | 4% | -2 | 0% | 32% | 2% | 5% | -10%
Cc1ccc(NC(=S)NNC(=O)c2c([N+](=O)[O-])c(C)nn2C)cc1 | -11% | -32% | 6% | 4 | 2% | 30% | -2% | 33%[activator] | 65%[activator][12.7 µM]
CCN(CC)c1ccc(-n2nc3cc(C)c(NC(=O)c4ccccc4C)cc3n2)c(C)c1 | 47%[activator] | -7% | 37%[activator] | -5 | -13% | 129%[activator] | 3% | -25% | 95%[activator][59 µM]
O=C(Nc1ccc2c(c1)OCCO2)c1cccc(Br)c1 | -20% | -14% | 13% | -6 | -18% | 36%[activator] | -4% | -4% | x
CCN(CCCNC(=O)CCc1nc(-c2ccc(C)cc2)no1)c1cccc(C)c1 | -26%[11.4 µM] | 1%[11.4 µM] | u | 3 | -2% | u | -1% | -30% | 45µM*
CC(=O)N1CCN(c2ccc(NC(=O)c3ccc([N+](=O)[O-])cc3)cc2)CC1 | -5% | 6% | -6% | 0 | -9% | 30% | 1% | -1% | -3%
COc1ccccc1CNC(=O)c1cc2cc(C)ccc2n1C | 0% | -11% | -10% | -4 | 6% | 48%[activator] | 7% | -1% | 5%[59 µM]
O=C1CC(=O)N(c2ccccc2)N1c1ccccc1 | -14% | -7% | -5% | 0 | u | 8% | x | 7% | 14%[59 µM]
Cc1c(CBr)[n+](=O)c2c(n1[O-])C(Br)CCC2Br (stereo unspecified) | 20µM* | u | 28µM* | -7 | -14% | -26% | -6% | u | 7.9µM*
COc1cc(/C=C2\SC(=O)NC2=O)ccc1OCc1ccc(Cl)nc1 | -20% | -30% | -34% | -2 | -21% | 48%[activator] | -4% | 9% | 21%[2.33 µM]
Nc1c(C(=O)Nc2nc3ccccc3s2)sc2nc(-c3cccs3)ccc12 | -1% | u | u | -63* | x | 24% | 2% | 6% | 22%[2.33 µM]
O=C(O)c1csc(-c2ccc(Cl)cc2)n1 | -21% | -15% | u | -2 | -7% | -2% | 7% | 14% | 56µM*
COc1ccc(NC(=O)CSc2nccn2-c2cccc(OC)c2)cc1 | u | 6% | u | 2 | 21% | -19% | 4% | 1% | u
CC(=O)Nc1ccc(S(=O)(=O)NC(C)C(=O)NC(C)c2ccccc2)cc1 (stereo unspecified) | -11% | -14% | -2% | -8 | 1% | 39% | -5% | 9% | u

(listing goes on)
SMILES | JMJD2A Tudor | RGS4 inh | BAZ2B inh | PI4K2A block | 12-LOX inh | HP1b binding inh | ERG Ets-DNA blk | GLS inh | G9a inh
CCNS(=O)(=O)c1ccc(NC(=O)Nc2cccc(OC)c2)cc1 | -11% | 45% | 10% | 3 | -5% | 31%[activator] | 5% | 4% | u
CCc1nnc(NC(=O)CN2CCN(Cc3cccc(F)c3)CC2)s1 | -4% | 28% | 11% | 10 | -28% | 30% | 1% | 4% | 42%
O=C(Oc1cc(=O)oc2c1c(=O)n1c3c(cccc23)CC1)c1ccc(F)cc1 | -31% | -16% | u | 2 | 0% | 34% | 0% | 30% | x
Cc1cc(Cl)ccc1NC(=O)CCS(=O)(=O)c1cc2c(cc1C)NC(=O)CO2 | -23% | -27% | 4% | -5 | -12% | 29% | -1% | 7% | 8%[59 µM]
CC1C(C#N)=C(N)OC2=C1C(=O)CC(C)(C)C2 (stereo unspecified) | -25% | -16% | 0% | -1 | -12% | 18% | -4% | -1% | 16%[59 µM]
O=C(CSc1nnc(-c2ccc(Cl)cc2Cl)n1C1CCCCC1)NC1CCS(=O)(=O)C1 (stereo unspecified) | -7% | 11% | -32% | -2 | -6% | 8% | x | 13% | -1%
CNC(=S)N(CCO)Cc1cc2cc3c(cc2[nH]c1=O)OCO3 | -6% | 13% | 4% | -4 | -3% | 26% | -10% | 4% | 4%[2.33 µM]
CC(=O)N1CCC2(CC1)OC(=O)C(C)=C2C(=O)NCc1cccc(Cl)c1 | -4% | 13% | 2% | 3 | -16% | -12% | -3% | -15% | 10%[59 µM]
COc1ccc(CNC(=O)C2CCCN(C(=O)c3cnn(-c4ccc(F)cc4)c3-n3cccc3)C2)cc1 (stereo unspecified) | 2% | -8% | -14% | -1 | -23% | 28% | -6% | 2% | 8%[59 µM]
CC[C@@H]1CCCCc2ccccc2[C@H](C(=O)C[C@H](O)CC(C)=O)OC1=O | -14% | 3% | x | -3 | -15% | 34% | 8% | 5% | x
CCC(=O)c1ccc(OCC(=O)O)c(OC)c1 | 0% | -15% | 1% | 3 | -2% | 49%[activator] | 2% | -9% | 79µM*
CC/C(=N\NC(=S)Nc1cc(C)ccc1C)c1ccc(OC(F)F)cc1 | u | -34% | u | -3 | 32µM* | u | 3% | 5% | 3.2µM*
NC(=O)c1ccsc1NC(=O)CCS(=O)(=O)c1ccc(F)cc1 | -2% | -12% | -5% | 8 | 11% | 23% | -13% | 8% | -22%
Cc1onc(-c2ccccc2)c1C(=O)NCCc1c[nH]c2ccccc12 | -31% | -30% | -32% | 1 | -15% | 5% | 0% | 3% | 16%
CN(Cc1cnc2nc(N)nc(N)c2n1)c1ccc(C(=O)NC(CCC(=O)O)C(=O)O)c2ccccc12 (stereo unspecified) | -9% | -10% | x | -4 | -2% | 1% | -12% | 37%[activator] | x

Going on with the list:
SMILES | JMJD2A Tudor | RGS4 inh | BAZ2B inh | PI4K2A block | 12-LOX inh | HP1b binding inh | ERG Ets-DNA blk | GLS inh | G9a inh
COc1cc(C2Nc3ccccc3C(=O)N2c2ccc3c(c2)OCCO3)ccc1OCC(C)C (stereo unspecified) | -10% | -13% | -8% | -15 | 41%[activator] | 18% | -3% | 4% | u
Cc1ccccc1C(=O)OCCN1CCOCC1 | -8% | -4% | 4% | 7 | -18% | 27% | -8% | 4% | -2%[59 µM]
CN1CCN(S(=O)(=O)c2ccc(-c3ccccc3)cc2)CC1 | -10% | -15% | -15% | 2 | 8% | 56%[activator] | 0% | 1% | -24%[59 µM]
Cc1cc(C)c(S(C)(=O)=O)c(NN)n1 | -2% | -29% | -29% | 4 | u | 18% | 13% | -3% | 0%
COc1cc(/C=C/C(=O)OCC(=O)c2c(N)n(C)c(=O)n(C)c2=O)ccc1OCC#N | 0% | -21% | -2% | 14 | 40%[activator] | 38% | 7% | 58%[activator] | 6%
COc1ccc(C2C(C#N)=C(N)Oc3cc(O)ccc32)cc1OC (stereo unspecified) | -14% | 17% | -10% | -3 | 22% | 12% | -1% | 20% | -44%
CS(=O)(=O)Nc1cccc(-c2cn3ccccc3n2)c1 | -8% | -35% | u | -20 | u | 66%[activator] | 6% | 6% | u
O=C(CCc1nnc2ccc(N3CCOCC3)nn12)Nc1ccc(F)cc1F | -10% | -23%[56.9 µM] | -3% | 8 | 9% | 80%[activator] | 6% | -20% | 17%[59 µM]
CCC1(C)CC2(CCCN(CCC(=O)c3ccccc3)C2)CCO1 (stereo unspecified) | -9% | 7%[56.9 µM] | 1% | -2 | -5% | 31% | -1% | 0% | 50µM*
CN(Cc1ccccc1)S(=O)(=O)c1ccc(F)c(C(=O)Nc2ccccc2C(F)(F)F)c1 | -8% | -36% | 14% | -4 | -2% | 34%[activator] | -9% | 6% | u
CC(=O)NCCn1c(SCC(=O)NCCC(C)C)nc2ccccc2c1=O | -4% | 3% | -2% | -3 | 0% | 60% | 0% | -4% | 73%[activator][59 µM]

One compound at a time, as listed above. Order of values: JMJD2A Tudor | RGS4 inh | BAZ2B inh | PI4K2A block | 12-LOX inh | HP1b binding inh | ERG Ets-DNA blk | GLS inh | G9a inh
Cc1cc(C)c(S(C)(=O)=O)c(NN)n1 reads -2% | -29% | -29% | 4 | u | 18% | 13% | -3% | 0%
CCC1(C)CC2(CCCN(CCC(=O)c3ccccc3)C2)CCO1 (stereo unspecified) reads -9% | 7%[56.9 µM] | 1% | -2 | -5% | 31% | -1% | 0% | 50µM*

4 successive records from above, quoted:
SMILES | JMJD2A Tudor | RGS4 inh | BAZ2B inh | PI4K2A block | 12-LOX inh | HP1b binding inh | ERG Ets-DNA blk | GLS inh | G9a inh
O=C(CCc1nnc2ccc(N3CCOCC3)nn12)Nc1ccc(F)cc1F | -10% | -23%[56.9 µM] | -3% | 8 | 9% | 80%[activator] | 6% | -20% | 17%[59 µM]
CCC1(C)CC2(CCCN(CCC(=O)c3ccccc3)C2)CCO1 (stereo unspecified) | -9% | 7%[56.9 µM] | 1% | -2 | -5% | 31% | -1% | 0% | 50µM*
CN(Cc1ccccc1)S(=O)(=O)c1ccc(F)c(C(=O)Nc2ccccc2C(F)(F)F)c1 | -8% | -36% | 14% | -4 | -2% | 34%[activator] | -9% | 6% | u
CC(=O)NCCn1c(SCC(=O)NCCC(C)C)nc2ccccc2c1=O | -4% | 3% | -2% | -3 | 0% | 60% | 0% | -4% | 73%[activator][59 µM]

The list is partial; count on the stated rates, not on these rows.
